Bioassay records as filed in PubChem.
HTR5A ag – HTR5A agonism, opioid heterodimer counter-screen | P47898 | activation, % at 9.3 µM | actives 0.61% (n = 340,000) | HTR5A agonist assay, luminescence, cell-based | AID 504692; in the data active = activation mostly above about 9.5%, no sharp cut-off; inactive = mostly below about 7.6%;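 also: 0% = cells with vehicle only and 100% = reference agonist; strong numbers were not always called active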
cardiac RTF act – increases calcium sensitivity of human cardiac regulated thin filaments | activation, % at 7.2 µM | IANBD-labeled TnC RTF fluorescence at EC20 calcium; 0% EC20 calcium, 100% full calcium | actives 0.24% (n = 340,000) | P19429+P45379;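 active = activation above the mean over all tested compounds plus 3 SD, cut at about 30% in these data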;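 also: rise in fluorescence read as greater calcium sensitivity of cardiac thin filaments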
SR-BI HDL uptake – blocks mouse SR-BI lipid uptake from DiI-HDL | ldlA[mSR-BI] CHO cells, DiI-HDL uptake fluorescence, 3 h | inhibition, % at 12.5 µM | Q61009 | actives 0.96% (n = 320,000);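 active = mean replicate inhibition of at least 70% and a set share of replicates each scoring 70 or more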;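 also: 0% = median of neutral control wells and 100% = median of positive control wells; values of inactives mirror those of a sister screen read the other way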
Target sequence (Q61009 whole entry, looked up): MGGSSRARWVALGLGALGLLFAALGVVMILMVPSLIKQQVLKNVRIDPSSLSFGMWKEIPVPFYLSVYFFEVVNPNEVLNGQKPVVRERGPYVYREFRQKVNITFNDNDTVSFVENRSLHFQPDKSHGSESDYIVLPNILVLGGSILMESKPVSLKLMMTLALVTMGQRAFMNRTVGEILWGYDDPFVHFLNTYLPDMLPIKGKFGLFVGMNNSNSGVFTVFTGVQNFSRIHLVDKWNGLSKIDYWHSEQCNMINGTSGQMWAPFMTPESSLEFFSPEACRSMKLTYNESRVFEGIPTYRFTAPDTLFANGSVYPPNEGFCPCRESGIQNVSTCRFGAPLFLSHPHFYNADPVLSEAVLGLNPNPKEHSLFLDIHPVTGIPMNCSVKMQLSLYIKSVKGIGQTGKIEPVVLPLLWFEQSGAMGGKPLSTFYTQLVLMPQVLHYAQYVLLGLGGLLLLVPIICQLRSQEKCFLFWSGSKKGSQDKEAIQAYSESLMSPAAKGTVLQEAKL
Wnt bcat act – Wnt/beta-catenin pathway activation; Wnt/beta-catenin reporter cell assay, activator, plate reader; actives 1.2% (n = 300,000); activation, % at 9.35 µM; AID 743398; in the data active = activation above about 30%, passing the limit was not always enough;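 also: 0% = neutral control wells and 100% = positive control wells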
Rtt109 Vps75 – C. albicans Rtt109 histone acetyltransferase inhibition; inhibition, % at 34.9 µM; purified Rtt109/Vps75, ThioGlo CoA-SH fluorescence, 4 h; actives 0.16% (n = 330,000); Q5AAJ8; AID 540336;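 active = inhibition of at least 50% in every replicate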
dFosB act – activators of mouse delta FosB homodimer; P13346; purified delta FosB, TAMRA-CDK5 oligo fluorescence polarization; percent of positive-control signal above neutral wells; activation, % at 25 µM; actives 0.99% (n = 340,000); AID 493131;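 active = mean activation above about 17%, with every replicate also reaching it, limit read from the data, passing the limit was not always enough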;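 also: fluorescence polarization rise as delta FosB binds a TAMRA Cdk5 AP-1 oligo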
Target sequence (P13346 whole entry, looked up): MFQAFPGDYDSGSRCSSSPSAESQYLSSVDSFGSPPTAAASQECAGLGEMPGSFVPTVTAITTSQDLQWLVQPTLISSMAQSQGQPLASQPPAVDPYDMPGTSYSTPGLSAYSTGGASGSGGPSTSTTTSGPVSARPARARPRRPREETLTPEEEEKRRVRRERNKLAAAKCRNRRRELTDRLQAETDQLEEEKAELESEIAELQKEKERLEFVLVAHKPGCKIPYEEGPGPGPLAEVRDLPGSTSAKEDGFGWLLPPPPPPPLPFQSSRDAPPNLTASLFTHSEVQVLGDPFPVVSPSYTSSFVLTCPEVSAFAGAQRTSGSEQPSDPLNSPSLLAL
MITF act – activators of MITF-driven TRPM1 promoter activity in SK-MEL-5 cells. SK-MEL-5 TRPM1-promoter luciferase, 24 h; % of positive control, neutral wells = 0. activation, % at 12.5 µM. actives 0.75% (n = 300,000);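 active = mean activation of at least 80% with every replicate also reaching 80%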;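 also: 0% = neutral control wells and 100% = parthenolide positive control wells; values of inactives mirror those of a sister screen read the other way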
CDK5 p35 inh – CDK5/p35 (human) kinase inhibition. inhibition, % at 10 µM. Recombinant CDK5/p35, ADP-Glo luminescence, 60 min. Q00535+Q15078. actives 0.01% (n = 330,000). AID 488839;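 active = highest replicate inhibition of at least 50% and at least 75% of replicates reaching 50%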;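 also: plate controls were DMSO neutral control for no effect and GW8510 at 10 µM for full effect; many of its hits are not listed in these tables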
PvdQ acylase – P. aeruginosa PvdQ acylase inhibition. purified PvdQ acylase, fluorescence plate reader. inhibition, % at 10 µM. actives 0.063% (n = 340,000). AID 488965; in the data active = inhibition above about 30%, passing the limit was not always enough;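 also: 0% = vehicle neutral wells and 100% = reference inhibitor wells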
SR-BI DiI-HDL act – SR-BI HDL lipid transfer activation | actives 0.096% (n = 320,000) | AID 504775 | activation, % at 12.5 µM | CHO ldlA[mSR-BI] cells, DiI-HDL uptake fluorescence, 3 h; 100 = double the neutral-control signal;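 active = mean replicate activation of at least 60% and every replicate at or above 60%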;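 also: 0% = median plate neutral-control signal and 100% = twice that signal; values of inactives mirror those of a sister screen read the other way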
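System: CHO ldlA[mSR-BI] cells / Medium: HEPES-buffered (25 mM, pH 7.4) F12 plus 0.5% BSA / Probe or stimulus: labelled HDL, 10 µg/mL / Doses: single compound concentration, delivered by pin transfer / Schedule: 3 h, 37 °C / Measured by: DiI fluorescence, bottom read / Measure: cell-associated DiI fluorescence as measure of HDL uptake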
An asterisk follows results filed as active. No enrichment for hits; about 4.4% have a hit in one of these screens.

Results for Cc1ccc(N(C(=O)Cn2nnc(-c3ccccc3F)n2)C(C(=O)NC2CCCC2)c2ccncc2)cc1 (stereo not drawn) ?
HTR5A ag: -3; cardiac RTF act: 1; Wnt bcat act: 0; Rtt109 Vps75: 5; dFosB act: -5; CDK5 p35 inh: -1.1; PvdQ acylase: 0

How did COc1cccc(CNc2cc(CSc3ccc(Cl)cc3)nc(C)n2)c1 do in these assays?
HTR5A ag: -2; cardiac RTF act: -1; SR-BI HDL uptake: -9; Wnt bcat act: -1; Rtt109 Vps75: 10; dFosB act: -4; CDK5 p35 inh: 0.6; PvdQ acylase: 9; SR-BI DiI-HDL act: 9

What do the screens show for `CCn1c(SCC(=O)N2CCOCC2)nnc1-c1ccco1`?
HTR5A ag: -3; cardiac RTF act: 3; SR-BI HDL uptake: -10; Wnt bcat act: -3; Rtt109 Vps75: 3; dFosB act: -4; MITF act: 10; CDK5 p35 inh: -0.5; PvdQ acylase: -9; SR-BI DiI-HDL act: 10

How did COC(=O)C1(CCSC)NC(c2ccccc2OC)C2C(=O)N(C)C(=O)C21 (stereo not drawn) do in these assays?
HTR5A ag: -1; cardiac RTF act: 5; SR-BI HDL uptake: 24; Rtt109 Vps75: 5; dFosB act: -1; CDK5 p35 inh: 2.7; PvdQ acylase: -16; SR-BI DiI-HDL act: -24

How did COc1cc2c(cc1OC)CN(Cc1ccc(OC)c(C)c1OC)CC2 do in these assays?
HTR5A ag: -1; cardiac RTF act: 1; SR-BI HDL uptake: -3; Rtt109 Vps75: -3; dFosB act: 0; CDK5 p35 inh: 1.6; PvdQ acylase: -9; SR-BI DiI-HDL act: 3

How did Cc1nc2ccccc2c(=O)n1C1CCCCCC1 do in these assays?
HTR5A ag: 0; cardiac RTF act: -1; SR-BI HDL uptake: 0; Rtt109 Vps75: -4; dFosB act: 1; MITF act: 2; CDK5 p35 inh: -0.2; PvdQ acylase: -15; SR-BI DiI-HDL act: 0

Results for CC(C)C(=O)N(Cc1cc2ccccc2[nH]c1=O)C(C)(C)C ?
HTR5A ag: 3; cardiac RTF act: 0; SR-BI HDL uptake: -15; Rtt109 Vps75: -5; dFosB act: -3; MITF act: 5; CDK5 p35 inh: -3.5; PvdQ acylase: -13; SR-BI DiI-HDL act: 15

How did COC(=O)c1cccc(NC(=O)c2cccnc2C(=O)O)c1C do in these assays?
HTR5A ag: 1; cardiac RTF act: -5; SR-BI HDL uptake: -19; Wnt bcat act: 1; Rtt109 Vps75: -4; dFosB act: -3; MITF act: -7; CDK5 p35 inh: -1.1; PvdQ acylase: 9; SR-BI DiI-HDL act: 19

How did O=C(CSc1ncn[nH]1)N1c2ccccc2Sc2ccccc21 do in these assays?
HTR5A ag: 4; cardiac RTF act: -5; Wnt bcat act: 5; Rtt109 Vps75: 4; dFosB act: -1; MITF act: -7; CDK5 p35 inh: -0.8; PvdQ acylase: -38

How did Cn1c(CN2CCN(S(C)(=O)=O)CC2)nc2cc([N+](=O)[O-])ccc21 do in these assays?
HTR5A ag: -1; cardiac RTF act: 2; SR-BI HDL uptake: -12; Wnt bcat act: 0; Rtt109 Vps75: 2; dFosB act: -1; MITF act: -6; CDK5 p35 inh: 0.1; PvdQ acylase: -10; SR-BI DiI-HDL act: 12

Results for Cc1ccc(N/C(N)=N/c2nc3c(c(=O)[nH]2)CCCC3)c(C)c1 ?
HTR5A ag: 1; cardiac RTF act: -1; SR-BI HDL uptake: -15; Wnt bcat act: 9; Rtt109 Vps75: 14; dFosB act: -6; MITF act: -9; CDK5 p35 inh: 1.7; PvdQ acylase: 2; SR-BI DiI-HDL act: 15

What do the screens show for `O=C(/C=C/c1cccc(F)c1)OCC(=O)N1CCCC1`?
HTR5A ag: 5; cardiac RTF act: -2; SR-BI HDL uptake: -3; Wnt bcat act: -3; Rtt109 Vps75: -4; dFosB act: 2; MITF act: 15; CDK5 p35 inh: 1.3; PvdQ acylase: 12; SR-BI DiI-HDL act: 3

How did O=C(COC(=O)c1ccc(O)cc1)NCCC1=CCCCC1 do in these assays?
HTR5A ag: -2; cardiac RTF act: -1; SR-BI HDL uptake: 1; Wnt bcat act: -1; Rtt109 Vps75: -2; dFosB act: -4; MITF act: -7; CDK5 p35 inh: -1.8; PvdQ acylase: -2; SR-BI DiI-HDL act: -1

What do the screens show for `O=C(NC1C=CS(=O)(=O)C1)c1sc2ccccc2c1Cl` (stereo not drawn)?
HTR5A ag: 1; cardiac RTF act: 7; SR-BI HDL uptake: 1; Rtt109 Vps75: -5; dFosB act: -9; MITF act: 14; CDK5 p35 inh: 3.1; PvdQ acylase: -13; SR-BI DiI-HDL act: -1

What do the screens show for `CC(C)[C@H](NC(N)=O)C(=O)Nc1ccc(Oc2ccccc2)cc1`?
HTR5A ag: 2; cardiac RTF act: 0; SR-BI HDL uptake: 12; Wnt bcat act: -1; Rtt109 Vps75: 4; dFosB act: 2; MITF act: 9; CDK5 p35 inh: 1.4; PvdQ acylase: 5; SR-BI DiI-HDL act: -12

Results for CCOC(=O)c1ccc(NC(=O)Nc2ccc(F)cc2)cc1 ?
HTR5A ag: 2; cardiac RTF act: -5; SR-BI HDL uptake: 31; Wnt bcat act: 30; Rtt109 Vps75: -3; dFosB act: 8; MITF act: 66; CDK5 p35 inh: -1.6; PvdQ acylase: -8; SR-BI DiI-HDL act: -31

What do the screens show for `Cc1nn(Cc2ccccc2)c(Cl)c1C(=O)OCC#N`?
HTR5A ag: 4; cardiac RTF act: -1; SR-BI HDL uptake: -10; Wnt bcat act: -2; dFosB act: -6; MITF act: 6; CDK5 p35 inh: -2.0; PvdQ acylase: -14; SR-BI DiI-HDL act: 10

How did NC(=O)C1CCN(C(=O)c2ccc(-c3ccccc3)cc2)CC1 do in these assays?
HTR5A ag: -3; cardiac RTF act: 22; SR-BI HDL uptake: -20; Rtt109 Vps75: -34; dFosB act: -6; MITF act: 6; CDK5 p35 inh: 1.2; PvdQ acylase: -10; SR-BI DiI-HDL act: 20

How did CCc1cccc(N(CC(=O)NC2CCCCC2)C(=O)c2csnn2)c1 do in these assays?
HTR5A ag: 6; cardiac RTF act: -2; Wnt bcat act: -2; Rtt109 Vps75: 2; dFosB act: -3; MITF act: -4; CDK5 p35 inh: -0.8; PvdQ acylase: -9

How did Cc1ccc2nc(C)cc(C(=O)OCC(=O)Nc3c(C)n(C)n(-c4ccccc4)c3=O)c2c1 do in these assays?
HTR5A ag: 0; cardiac RTF act: 4; SR-BI HDL uptake: -3; Wnt bcat act: -1; Rtt109 Vps75: -6; dFosB act: -8; MITF act: 0; CDK5 p35 inh: 1.0; PvdQ acylase: -10; SR-BI DiI-HDL act: 3

How did CCOC(=O)c1nc(Nc2ccc(N3CCOCC3)cc2)c2ccccc2n1 do in these assays?
HTR5A ag: -1; cardiac RTF act: 1; SR-BI HDL uptake: 5; Wnt bcat act: -4; Rtt109 Vps75: -4; dFosB act: -10; MITF act: 4; CDK5 p35 inh: 0.4; PvdQ acylase: -9; SR-BI DiI-HDL act: -5

Results for CC[C@@H](C)[C@@H]1CN([C@@H](CN2CCC[C@H]2CN2C(N)=NC[C@H]2CC(C)C)C(C)C)C(=N)N1CCc1ccc(Cl)c(Cl)c1 ?
HTR5A ag: -4; cardiac RTF act: -4; SR-BI HDL uptake: -1; Wnt bcat act: -2; Rtt109 Vps75: 2; dFosB act: 10; MITF act: 5; CDK5 p35 inh: 2.3; PvdQ acylase: -2; SR-BI DiI-HDL act: 1

What do the screens show for `O=C(Oc1c(-c2ccccc2)c(=O)n2c3c(cccc13)CC2)c1cccc([N+](=O)[O-])c1`?
SR-BI HDL uptake: -25; Wnt bcat act: 0; Rtt109 Vps75: 1; dFosB act: -14; CDK5 p35 inh: -6.0; PvdQ acylase: -5; SR-BI DiI-HDL act: 25

How did Cc1cc(NC(=O)CSc2nnc(Nc3ccccc3F)s2)no1 do in these assays?
HTR5A ag: 0; cardiac RTF act: 4; SR-BI HDL uptake: -8; Wnt bcat act: 1; Rtt109 Vps75: -3; dFosB act: 8; MITF act: 14; CDK5 p35 inh: 0.3; PvdQ acylase: -14; SR-BI DiI-HDL act: 8

Results for COc1ccc(/C=C/C(=O)c2ccc[nH]2)c(OC)c1OC ?
HTR5A ag: -3; cardiac RTF act: 4; SR-BI HDL uptake: 40; Wnt bcat act: 22; dFosB act: 1; CDK5 p35 inh: 0.0; PvdQ acylase: -6; SR-BI DiI-HDL act: -40

What do the screens show for `Cn1ccnc1SC(=O)N1c2ccccc2Sc2ccccc21`?
HTR5A ag: 7; cardiac RTF act: -2; SR-BI HDL uptake: 2; Rtt109 Vps75: -1; dFosB act: -6; MITF act: 4; CDK5 p35 inh: 0.6; PvdQ acylase: -3; SR-BI DiI-HDL act: -2

Results for COc1ccc2c(c1)[nH]c1c(=O)n(Cc3ccccn3)cnc12 ?
HTR5A ag: 6; cardiac RTF act: 0; SR-BI HDL uptake: 7; Wnt bcat act: 7; Rtt109 Vps75: 0; dFosB act: -1; MITF act: 4; CDK5 p35 inh: -0.3; PvdQ acylase: -4; SR-BI DiI-HDL act: 1

What do the screens show for `COc1ccc(/C=C(/C#N)C(=O)Nc2cc(C)ccc2C)cc1C(=O)O`?
HTR5A ag: 0; cardiac RTF act: -4; SR-BI HDL uptake: 0; Rtt109 Vps75: 11; dFosB act: -1; MITF act: 9; CDK5 p35 inh: -0.1; PvdQ acylase: 10; SR-BI DiI-HDL act: 0

Reprinted from the listing for reference:
What do the screens show for `Cc1nn(Cc2ccccc2)c(Cl)c1C(=O)OCC#N`?
HTR5A ag: 4; cardiac RTF act: -1; SR-BI HDL uptake: -10; Wnt bcat act: -2; dFosB act: -6; MITF act: 6; CDK5 p35 inh: -2.0; PvdQ acylase: -14; SR-BI DiI-HDL act: 10

How did NC(=O)C1CCN(C(=O)c2ccc(-c3ccccc3)cc2)CC1 do in these assays?
HTR5A ag: -3; cardiac RTF act: 22; SR-BI HDL uptake: -20; Rtt109 Vps75: -34; dFosB act: -6; MITF act: 6; CDK5 p35 inh: 1.2; PvdQ acylase: -10; SR-BI DiI-HDL act: 20

How did CCc1cccc(N(CC(=O)NC2CCCCC2)C(=O)c2csnn2)c1 do in these assays?
HTR5A ag: 6; cardiac RTF act: -2; Wnt bcat act: -2; Rtt109 Vps75: 2; dFosB act: -3; MITF act: -4; CDK5 p35 inh: -0.8; PvdQ acylase: -9

How did Cc1ccc2nc(C)cc(C(=O)OCC(=O)Nc3c(C)n(C)n(-c4ccccc4)c3=O)c2c1 do in these assays?
HTR5A ag: 0; cardiac RTF act: 4; SR-BI HDL uptake: -3; Wnt bcat act: -1; Rtt109 Vps75: -6; dFosB act: -8; MITF act: 0; CDK5 p35 inh: 1.0; PvdQ acylase: -10; SR-BI DiI-HDL act: 3
